FBW7 act – human FBW7 E3 ligase activation, primary screen; AlphaScreen FBW7–phospho-cyclin E peptide binding, activator screen; normalized activity (activation), % at 26.1 µM; 650,000 compounds, 0.13% hits; AID 1259310; in the data active = normalized activity above about 1.9%;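 also: purified mutant Fbw7 with reduced substrate affinity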
GPR151 activ – human GPR151 activation. activation, % at 11.2 µM. 650,000 compounds, 1% hits. Q8TDV0. PathHunter beta-arrestin GPR151 cells, luminescence. AID 1508602; in the data active = activation above about 4.9%;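 also: 0% = median of compound wells and 100% = cells with positive control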
Target sequence (Q8TDV0 whole entry, looked up): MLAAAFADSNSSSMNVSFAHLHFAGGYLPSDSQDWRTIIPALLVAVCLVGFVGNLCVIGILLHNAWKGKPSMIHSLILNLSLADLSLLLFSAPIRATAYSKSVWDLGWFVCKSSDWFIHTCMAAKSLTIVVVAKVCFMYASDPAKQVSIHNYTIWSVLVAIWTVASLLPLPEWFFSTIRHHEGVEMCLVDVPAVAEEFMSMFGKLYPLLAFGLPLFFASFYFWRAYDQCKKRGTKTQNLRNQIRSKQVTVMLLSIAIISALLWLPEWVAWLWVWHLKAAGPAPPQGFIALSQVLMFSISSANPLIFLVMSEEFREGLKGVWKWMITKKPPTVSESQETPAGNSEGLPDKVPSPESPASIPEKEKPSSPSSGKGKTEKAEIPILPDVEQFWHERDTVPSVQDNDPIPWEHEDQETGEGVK
TEAD-YAP inh – TEAD-YAP interaction inhibition; HEK-TIYL cells, TEAD-Gal4/YAP UAS-luciferase luminescence; inhibition, % at 9.12 µM; AID 1259422; 640,000 compounds, 1.4% hits; in the data active = inhibition above about 32%;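 also: 0% = median of test compound wells and 100% = reference inhibitor wells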
MITF primary – inhibitors of human MITF. inhibition, % at 2.6 µM. AlphaScreen MITF homodimerization, bead proximity signal. AID 1259374. 650,000 compounds, 0.91% hits; in the data active = inhibition above about 50%;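 also: 0% = vehicle wells with protein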
Target sequence (O75030 whole entry, looked up): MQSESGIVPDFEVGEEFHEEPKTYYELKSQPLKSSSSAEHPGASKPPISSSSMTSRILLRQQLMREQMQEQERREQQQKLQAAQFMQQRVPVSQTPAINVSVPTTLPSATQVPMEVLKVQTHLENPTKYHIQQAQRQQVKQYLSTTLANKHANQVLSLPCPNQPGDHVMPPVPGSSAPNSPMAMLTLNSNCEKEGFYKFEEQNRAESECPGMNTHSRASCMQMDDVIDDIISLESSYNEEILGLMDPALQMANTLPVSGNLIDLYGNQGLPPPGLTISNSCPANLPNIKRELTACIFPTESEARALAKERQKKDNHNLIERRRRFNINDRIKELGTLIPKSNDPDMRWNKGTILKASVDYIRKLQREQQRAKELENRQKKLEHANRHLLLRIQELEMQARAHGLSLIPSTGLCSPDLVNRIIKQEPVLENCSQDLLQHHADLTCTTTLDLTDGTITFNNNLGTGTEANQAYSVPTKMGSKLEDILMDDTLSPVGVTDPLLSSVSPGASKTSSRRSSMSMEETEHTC
The depositor's hits bear a star; / = not tested or not shown. Compounds as they come; 3.5% or so of the library scored in one or more.

SMILES	FBW7 act	GPR151 activ	TEAD-YAP inh	MITF primary
CC(C)Oc1ccc(C(=O)Nc2ccnc3c2c(=O)n(C)c(=O)n3C)cc1	-0.1	-2.4	3	-3
Cc1cc2c(=O)n(CC(=O)Nc3cnc4ccccc4c3)cnc2s1	0.2	0.1	1	12
COc1ccc(CCCC(=O)N/N=C/c2ccc(C)c([N+](=O)[O-])c2)cc1	0.0	-0.2	-3	0
CCOC(=O)c1c(NC(=O)C(C)Sc2nnc(CNC(=O)c3c(F)cccc3Cl)n2C)sc2c1CCC2 (stereo not drawn)	-0.1	0.1	6	1
CCn1c(NCCc2ccc(OC)c(OC)c2)nc2c1c(=O)n(C)c(=O)n2C	0.2	0.9	12	-11
Cc1nc(N2CC(C)OC(C)C2)c2c3c(sc2n1)CCC3 (stereo not drawn)	0.0	-0.8	18	12
OCCn1c(-c2ccc(F)cc2)csc1=Nc1ccccc1	-0.2	-1.2	-32	22
NC(=O)N/N=C/c1c(-c2ccccc2)[nH]c2ccccc12	-0.2	0.0	-30	0
O=S(=O)(NCCOCc1ccccc1)c1ccccc1	-0.1	2.2	1	2
COC(=O)C1=CN(C)C=C(C(=O)OC)C1c1ccc(Cl)s1	0.4	0.6	-8	-4
CC(C)C(=O)NC(=S)Nc1ccc(CN2CCOCC2)cc1	0.1	1.3	3	7
O=C(NC1CCCCCCC1)c1cccn2c(=O)c3ccccc3nc12	0.6	-0.7	-1	-2
COc1ccc(NC(=O)C2CCCCC2)cc1Cl	-0.2	0.1	-29	10
COc1cc(/C=C2/C(=N)N3N=C(CC(C)C)SC3=NC2=O)ccc1OCCOc1ccc(Cl)c(C)c1	-0.1	1.6	-23	-4
c1coc(-c2nnc(-c3ccco3)o2)c1	0.1	-3.2	-49	1
CCCC(=O)Nc1ccccc1C(=O)Nc1cccc(C(=O)O)c1	0.0	4.3	14	2
O=C(CSc1nnc(NC(=O)C2CCCCC2)s1)NCc1ccco1	0.0	-0.5	-3	-5
O=C(CNC(=S)N(Cc1ccccc1)Cc1cccnc1)NC1CCCC1	-0.1	-0.1	-3	-9
Cc1ccc(OCC(=O)NNC(=O)c2cccc(C)c2)cc1	0.4	-1.1	-4	-5
Cn1c(=NC(=O)CN2C(=O)c3ccccc3C2=O)sc2c3ccccc3ccc21	0.8	-1.1	7	13
COc1cccc(-c2nc3ccccc3c(=O)n2NC(=O)c2ccc(C#N)cc2)c1	-0.1	-1.4	-2	-2
COc1ccc2c(c1)OC(C)CN(CCC(=O)NCCCc1ccncc1)C2 (stereo not drawn)	0.0	-1.7	1	4
O=[N+]([O-])c1ccc(Sc2nnnn2-c2ccccc2)c([N+](=O)[O-])c1	0.5	-0.5	-9	3
O=c1c2c(-c3ccccc3)csc2ncn1-c1ccc(Br)cc1	0.0	2.7	-4	5
COc1ccc(-n2nc3ccc(NC(=O)c4cc(Br)ccc4Cl)cc3n2)cc1	-0.1	1.8	-21	-14
O=C(Nc1ccc(Cl)cc1)c1ccsn1	0.0	-0.4	-49	15
O=C(CC1Sc2ccccc2NC1=O)Nc1ccc(N2CCOCC2)cc1 (stereo not drawn)	-0.3	-0.7	-1	0
CCOC(=O)c1c(NC(=O)c2cccs2)sc2c1CCC2	-0.1	-1.1	-7	18
CCOC(=O)COc1cc2occ(-c3nc4ccccc4s3)c(=O)c2cc1CC	-0.1	-0.2	15	-5
O=C(Nc1ccc(C(F)(F)F)cc1)c1ccc(NCc2ccc(Cl)c(Cl)c2)c([N+](=O)[O-])c1	-0.1	0.4	10	6
CCN1C2OC(C3OC4C(O3)N(CC)S(=O)(=O)N4CC)OC2N(CC)S1(=O)=O (stereo not drawn)	0.2	1.6	-1	0
Cc1ccc(CNC(=O)c2ccc3nc4sc5c(c4c(=O)n3c2)CCCC5)cc1	0.0	0.3	-10	1
O=C(Cc1ccccc1[N+](=O)[O-])Nc1ncn[nH]1	-0.1	1.0	12	10
COc1ccc(C(=O)Oc2ccc(/C=N/NC(=O)CC(C)C)cc2)cc1	0.1	-0.6	1	26
COc1ccc(N2CN=c3s/c(=C4\C(=O)Nc5c(C)cc(C)cc54)c(=O)n3C2)cc1	0.4	-0.9	2	20
CC(=O)n1cc(C(C[N+](=O)[O-])SCc2ccccc2)c2ccccc21 (stereo not drawn)	0.0	-1.5	-12	-2
COc1cccc(C(=O)N2CCN(c3ccccc3C)CC2)c1	0.0	-0.3	0	-1
CCCCCOC(=O)C1=C(C)NC2=C(C(=O)CC(C)(C)C2)C1c1ccc(O)c(OCC)c1 (stereo not drawn)	0.0	0.1	0	-7
COc1ccc(OC)c(/C=C2\SC(=S)N(Cc3cccnc3)C2=O)c1	-0.2	-0.5	1	3
Cc1nc2sccn2c(=O)c1S(=O)(=O)N1CCN(c2ccc(F)cc2)CC1	0.6	-3.1	2	20
COc1ccc(C(=O)NC(=S)Nc2ccc3oc(=O)ccc3c2)cc1[N+](=O)[O-]	0.7	-0.6	12	26
COc1ccc(C)cc1NC(=O)CCCNC(=O)Cn1cnc2sc(C)c(C)c2c1=O	0.1	0.5	12	-1
CCCCn1c(SCC(=O)c2ccccc2)nc2sc3c(c2c1=O)CCC3	0.6	-0.4	-1	13
c1ccc2c(c1)NC1(CCN(CCN3CCOCC3)CC1)c1cccn1-2	0.0	-0.2	4	7
CCCc1cc(N2CCN(Cc3ccc(C)cc3C)CC2)n2c(nc3ccccc32)c1C#N	0.1	0.3	-1	2
COc1ccc(CNC(=O)CCCCCn2c(SCc3ccccc3Cl)nc3cc4c(cc3c2=O)OCO4)cc1	-0.1	0.2	-8	-9
O=S(=O)(c1ccc(Cl)cc1)N1CCN(c2ccc(Cl)cc2)CC1	-0.1	-0.5	-15	-3
CCOc1ccc(NC(=O)CSc2nc3ccccc3c(=O)n2CCC(=O)NCc2ccc(F)cc2)cc1	-0.1	-0.3	8	12

Some of the entries above, set out differently.
compound: O=S(=O)(NCCOCc1ccccc1)c1ccccc1
  FBW7 act: -0.1; GPR151 activ: 2.2; TEAD-YAP inh: 1; MITF primary: 2
compound: COC(=O)C1=CN(C)C=C(C(=O)OC)C1c1ccc(Cl)s1
  FBW7 act: 0.4; GPR151 activ: 0.6; TEAD-YAP inh: -8; MITF primary: -4
compound: CC(C)C(=O)NC(=S)Nc1ccc(CN2CCOCC2)cc1
  FBW7 act: 0.1; GPR151 activ: 1.3; TEAD-YAP inh: 3; MITF primary: 7

By substructure, those above with an NH in an aromatic ring.
SMILES	FBW7 act	GPR151 activ	TEAD-YAP inh	MITF primary
NC(=O)N/N=C/c1c(-c2ccccc2)[nH]c2ccccc12	-0.2	0.0	-30	0
O=C(Cc1ccccc1[N+](=O)[O-])Nc1ncn[nH]1	-0.1	1.0	12	10

Continued.
SMILES	FBW7 act	GPR151 activ	TEAD-YAP inh	MITF primary
Cc1ccc(NC(=O)Cn2nnc(-c3ccc(Cl)cc3-n3cnnn3)n2)c(C)c1	0.1	1.5	10	9
CCOC(=O)c1c(NC(=O)c2ccccc2[N+](=O)[O-])sc2c1CCC2	0.3	0.7	4	10
COc1cc2nc(-c3cccc(C)c3)oc(=O)c2cc1OC	-0.1	-0.3	-8	-9
CCOC(=O)N1CCC(NC(=O)C2CC23CCN(C(=O)C#Cc2ccccc2)CC3)CC1 (stereo not drawn)	0.0	-0.1	-5	2
Cc1c(CC(C)C)nc(N)c(C#N)c1-c1ccccc1Cl	0.0	-1.2	-10	-12
CCc1nc2ccc(F)cc2nc1CC	-0.2	-0.8	1	-7
CC1(C)CC(=O)C2=C(C1)NC(=O)CC2c1cccc(Cl)c1Cl (stereo not drawn)	0.0	-1.4	5	-6
CCN(CC)S(=O)(=O)c1cc(C(=O)Oc2cccc(NC(=O)c3ccco3)c2)ccc1Br	0.9	-1.0	2	16
CC(C)(C)Nc1ncnc(NC(C)(C)C)c1[N+](=O)[O-]	0.3	-1.0	-9	23
CN(c1ccccc1)c1ncnc2c1cnn2C	0.3	2.2	-9	2
Clc1ccc(-c2ccc(CNCCN3CCOCC3)o2)c(Cl)c1	-0.1	-0.1	-3	-2
COc1ccccc1CNC(=O)c1ccccc1NS(C)(=O)=O	0.6	-0.7	19	18
Fc1ccc(-c2csc(N3CCN(CCCN4c5ccccc5Sc5ccc(C(F)(F)F)cc54)CC3)n2)cc1	-0.1	2.0	-12	-11
O=C(O)c1nccnc1C(=O)Nc1ccc(Br)cc1F	0.2	1.4	-4	-4
CCCCCC(=O)NNC(=O)C(c1ccccc1)c1ccccc1	-0.1	-0.4	-7	-10
N#Cc1ccc(NC(=O)c2ccc(Br)cc2)cc1	0.2	-0.3	-35	18
Cc1cccc(NC(=O)CCCCC(=O)Nc2cccc(C)c2)c1	-0.1	0.9	14	-8
Cc1ccc(F)cc1NC(=O)[C@@H](NS(=O)(=O)c1ccc2c(c1)OCCO2)C(C)C	0.0	1.0	9	7
O=C(Nc1ccccc1)Oc1ccc(I)cc1	0.0	-0.2	-8	2
O=C(CCCCCn1nnc2ccccc2c1=O)N1CCN(C(=O)c2ccco2)CC1	0.0	0.8	-2	11
O=C(Nc1ccc(Cl)c(Cl)c1)N1CCSC1c1ccco1 (stereo not drawn)	0.1	1.2	8	-5
CC(=O)c1cccc(CN2CCN(CC(C)(C)C)C(CCO)C2)c1 (stereo not drawn)	0.1	-1.1	5	1
COc1cc(C(=O)Nc2ccccc2C(=O)Nc2ccc(F)cc2)cc(OC)c1OC	0.1	-0.8	23	-6
CC(C)Oc1ccc(/C=C2/NC(=O)NC2=O)cc1Br	0.0	-0.6	-10	7
CCOc1ccccc1C1N(c2ccc(OC)cc2)C(=O)C2CCCN21 (stereo not drawn)	-0.1	-0.7	-2	-7
Cc1cccn2c(=O)c(/C=C3\SC(=S)NC3=O)c(N(C)Cc3ccccc3)nc12	0.2	-0.5	-18	20
Cc1cc(SCC(=O)NC2CCCCC2)nc(=O)[nH]1	-0.1	-0.9	-6	-16
CCOC(=O)N1CCC(Nc2c(N3CCN(Cc4ccccc4)CC3)c(=O)c2=O)CC1	0.0	4.4	2	-1
CC(=O)Nc1ccc(NC2OC(=O)c3ccccc32)cc1 (stereo not drawn)	-0.3	-0.7	-7	3
CC(=O)N(C1=C(Cl)C(=O)c2ccccc2C1=O)c1ccc(Cl)cc1	-0.3	-0.7	0	15
COc1ccc(-c2nc3c(n2O)CCC/C3=N\O)cc1OC	0.0	-0.8	-34	2
O=C(Nc1c2c(nn1-c1ccc(Cl)cc1)CS(=O)(=O)C2)C1CCCCC1	-0.1	-0.1	-8	6
O=[N+]([O-])c1cccc(-c2nnc3ccccn23)c1	0.6	-1.8	3	10
CCCCCOC(=O)C1=C(C)NC2=C(C(=O)CC(C)(C)C2)C1c1ccc(C)cc1 (stereo not drawn)	0.0	-0.1	11	-2
O=C(CNCCc1ccc(Cl)cc1)Nc1ccc(C(=O)N2CCCCC2)cc1	0.0	0.2	6	58*
O=C(CSc1nc2ccccc2c2nc(-c3ccccc3)nn12)c1ccc(F)cc1	-0.1	-1.1	-8	-9
Nc1nc(-c2ccc(-c3ccccc3)cc2)c(C2(O)C(=O)Nc3ccc(F)cc32)s1 (stereo not drawn)	0.0	-1.2	-55	-1
CCOC(=O)c1ccc(NC(=O)COc2cccc3c2OC(C)(C)C3)cc1	0.0	-1.4	3	9
CCCNS(=O)(=O)CCCOc1ccc(F)cc1	0.1	-1.5	-3	1
CCCCN1C(=O)NC(=O)/C(=C\c2ccc(C(=O)O)cc2)C1=O	-0.1	-0.9	12	9
Cc1ccc(-c2nc(N3CCOCC3)sc2C(=O)N2CCOCC2)cc1	-0.1	-1.3	-3	-10
N#CCCN(CCN(CCC#N)C(=O)NCCCl)C(=O)NCCCl	-0.2	1.1	9	-2
N=C(CC(O)COc1ccccc1-c1ccccc1)N1CCCCC1 (stereo not drawn)	0.0	-0.1	/	2
COc1ccc(-c2nc(N3CCOCC3)nc3n[nH]c(N)c23)cc1	-0.1	1.9	-12	3
COC(=O)COc1cccc2c(=O)n(CC(=O)NC3CCCCC3)ccc12	0.1	-1.0	5	15
CN(C(=O)Cn1nc2oc3ccccc3n2c1=O)C1CCCCC1	0.0	1.5	12	0
CCOC(=O)c1c(NC(=O)C(C)(C)C)sc(C(=O)Nc2ccccc2)c1C	0.2	-1.3	-8	26
CCCC(=O)c1ccc(N2CCN(C(=O)c3cccc(F)c3F)CC2)c(F)c1	0.2	0.1	-1	20
CN1C2=NCCN2C(=O)c2ccccc21	0.2	-0.6	11	13
Cn1c(SCc2nnc(-c3ccc(F)cc3)o2)nnc1C1COc2ccccc2O1 (stereo not drawn)	0.0	-1.6	6	-7
COc1cc(-c2cn[nH]c2)ccc1C(=O)NC(C)Cc1cccs1 (stereo not drawn)	-0.1	0.4	-32	5
CN1CCC(N(C2CC2)S(=O)(=O)c2ccc(NC(=O)c3ccccc3Cl)cc2)CC1	0.1	2.1	2	0
COc1ccc(-c2cnc(NCc3cccc(OC)c3)n2C)cc1	-0.2	1.7	-3	26
O=C(O)CC1(CC(=O)Nc2ccc(N3CCOCC3)c(Cl)c2)CCCCC1	0.2	1.8	-2	9
NC(=O)c1c(NC(=O)C2CCCO2)sc2c1CCCCC2 (stereo not drawn)	-0.3	0.9	-36	13

Complete entries as entered above. Order of values: FBW7 act	GPR151 activ	TEAD-YAP inh	MITF primary
`O=C(O)c1nccnc1C(=O)Nc1ccc(Br)cc1F` across the screens: 0.2	1.4	-4	-4
`Clc1ccc(-c2ccc(CNCCN3CCOCC3)o2)c(Cl)c1` across the screens: -0.1	-0.1	-3	-2

Screening data from PubChem.
